Screening data from PubChem.
uPA generation: cell surface uPA generation inhibition; AID 540303; Potency, µM (titrated, usually from 38.3 µM), without a hit: at the top dose activity change, negative = inhibition, usual class: inhibitors; 330,000 tested, 0.31% active; cell surface uPA generation assay, qHTS; active means well fitted inhibition curve with a large enough effect; inconclusive means small, poorly fitted or top-dose-only effect; inactive means no such curve, though single readings can be large or run the other way; tested in mouse RAW 264.7 cells; further: on the % scale 0 is the no-effect control and ±100 the full control effect; nearly all actives have a fitted effect of over 55% in size
RORgamma inh: inhibitors of mouse ROR gamma transcriptional activity | P51450 | Drosophila S2 Gal4-RORgamma UAS-luciferase reporter, 20 h | Potency, µM (top dose mostly 53.6 µM), without a hit: at the top dose activity change, negative = inhibition, hits mostly inhibitors | 310,000 tested, 5.4% active | AID 2551; further: on the % scale 0 is the no-effect control and ±100 the full control effect; nearly all actives have a fitted effect of over 60% in size
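Schneider cells (Drosophila), stable Gal4 DBD–ROR gamma + UAS-luc; 1 hr cmpd preincubation; Cu2+ induction 700 uM final; 20 hr ambient; luminescence.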
MBNL1 CUG block: MBNL1-poly(CUG) RNA binding inhibition; Potency, µM (highest dose often 57.5 µM), for the others: top-dose activity change, negative = inhibition, usual class: inhibitors; 280,000 tested, 0.036% active; TR-FRET MBNL1-His/biotin-(CUG)12 binding, 665/545 ratio; AID 2675; active means well fitted inhibition curve with a large enough effect in the signal ratio, with a control signal flat, not every such curve was filed as active; inconclusive means small, poorly fitted or top-dose-only effect, or effect the other way, or a change in a side signal; inactive means no such curve, though single readings can be large or run the other way; the % refers to the signal ratio; further: on the % scale 0 is the no-effect control and ±100 the full control effect
Target sequence (Q9NR56 whole entry, looked up): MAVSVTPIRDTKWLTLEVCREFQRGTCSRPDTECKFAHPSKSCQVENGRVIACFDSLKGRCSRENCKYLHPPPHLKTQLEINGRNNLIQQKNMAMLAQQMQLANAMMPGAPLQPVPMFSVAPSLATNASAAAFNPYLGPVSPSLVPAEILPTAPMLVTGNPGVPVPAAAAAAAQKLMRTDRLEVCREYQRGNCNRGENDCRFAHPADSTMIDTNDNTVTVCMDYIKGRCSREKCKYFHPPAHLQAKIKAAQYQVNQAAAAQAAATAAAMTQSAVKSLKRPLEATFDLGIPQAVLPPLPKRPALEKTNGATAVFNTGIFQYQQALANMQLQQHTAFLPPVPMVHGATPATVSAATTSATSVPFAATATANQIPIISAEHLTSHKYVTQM
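MBNL1-His + Biotin-(CUG)12, cpd titration 92 nM–58 uM; Tb anti-His Ab 0.055 ng/ul, SA-XL665 5 nM (final); 60 min RT; ratiometric 665/545 nm, Ex 340 nm; normalized to buffer and full-complex controls.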
NPC1 prom act: NPC1 promoter activation. 320,000 tested, 2.4% active. Huh7 NPC1 promoter luciferase reporter, 24 h. Potency, µM (series often up to 9.22 µM), for the others: at the top dose activation, most hits filed as activators. AID 485313;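 further: % of control where 0% means no effect; nearly all actives have a fitted effect of over 60% in size; reporter is driven by a mutant NPC1 promoter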
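In 1536-well qHTS, Huh7 cells harboring an NPC1 promoter–luciferase construct received compound for 24 h; activation was quantified by luminescence following luciferase reagent addition.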
ELG1 genotoxic: inducers of genotoxicity in HEK293T ELG1-luciferase cells; AID 504466; Potency, µM (top dose mostly 46 µM), without a hit: at the top dose activity change, positive = activation, usual class: activators; 330,000 tested, 1.3% active; HEK293T ELG1-luciferase reporter, luminescence, 16 h; further: % of control where 0% means no effect; nearly all actives have a fitted effect of over 60% in size
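Quantitative HTS format in 1536-well plates. HEK293T ELG1-luciferase reporter cells receive test compound and are incubated 16 hr at 37 °C, 5% CO2; ONE-Glo added, 30 min room temperature, then luminescence read.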
BRCA1 expr up: activators of BRCA1 expression | MCF7-BRCA1-FFLuc reporter, luminescence, 48 h; response scale: scaled: vehicle 0%, 10 µM genistein 100% | Potency, µM (titrated, usually from 46.1 µM), for inactives: top-dose activation, actives largely listed as activators | 380,000 tested, 1.1% active; further: nearly all actives have a fitted effect of over 80% in size; some results filed as inactive show a strong effect at the top dose
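Reporter cells (MCF7, BRCA1 promoter-firefly luciferase) received library compounds across a concentration series for 48 h. End-point luminescence was measured and concentration-effect curves derived after normalization.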
VP16 counter: Gal4-VP16 reporter inhibition counter-screen | 310,000 tested, 3.5% active | Drosophila S2 Gal4-VP16 UAS-luciferase, luminescence, 20 h | Potency, µM (titrated, usually from 53.6 µM), inactives show at the highest dose activity, negative = inhibition, hits mostly inhibitors;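 further: Gal4-VP16 expression switched on by copper sulfate through the metallothionein promoter; on the % scale 0 is the no-effect control and ±100 the full control effect; nearly all actives have a fitted effect of over 50% in size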
FLuc counter: counter-screen for miR-21 project: firefly luciferase inhibitors or activators; purified FLuc, Km substrates, luminescence inhibition; 360,000 tested, 6.9% active; P08659; Potency, µM (highest dose often 57.5 µM), for the others: top-dose activity change, negative = inhibition, actives largely listed as inhibitors;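 further: plate controls were vehicle for no effect and reference inhibitor for full effect; nearly all actives have a fitted effect of over 55% in size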
Target sequence (P08659 whole entry, looked up): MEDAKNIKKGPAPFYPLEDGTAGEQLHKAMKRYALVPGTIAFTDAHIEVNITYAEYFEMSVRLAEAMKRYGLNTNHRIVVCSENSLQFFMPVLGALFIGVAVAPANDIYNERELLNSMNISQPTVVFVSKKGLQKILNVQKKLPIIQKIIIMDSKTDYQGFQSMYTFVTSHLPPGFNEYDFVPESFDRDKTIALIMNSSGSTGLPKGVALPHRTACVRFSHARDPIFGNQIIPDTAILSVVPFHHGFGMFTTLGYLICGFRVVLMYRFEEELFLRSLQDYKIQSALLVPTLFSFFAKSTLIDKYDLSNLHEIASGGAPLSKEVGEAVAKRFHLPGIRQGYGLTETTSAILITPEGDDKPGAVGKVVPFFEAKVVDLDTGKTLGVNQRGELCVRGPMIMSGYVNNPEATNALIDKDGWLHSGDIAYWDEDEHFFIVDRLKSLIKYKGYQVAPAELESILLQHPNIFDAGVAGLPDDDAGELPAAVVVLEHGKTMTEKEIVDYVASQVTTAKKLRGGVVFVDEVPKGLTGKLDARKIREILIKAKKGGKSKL
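Purified P. pyralis luciferase, 10 nM final, with Km-level 10 uM D-luciferin and 10 uM ATP in 50 mM Tris acetate pH 7.5, 10 mM Mg acetate, 0.01% Tween-20, 0.05% BSA; 6-point qHTS titration about 60 µM downward; luminescence read.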
CXXC DNA block: inhibitors of human MLL CXXC domain-DNA interaction; Potency, µM (series often up to 115 µM), inactives show at the top dose activity change, negative = inhibition, usual class: inhibitors; MLL-CXXC / FITC-HOXA9 DNA fluorescence polarization; 290,000 tested, 0.037% active; AID 2662; Q03164; active means well fitted inhibition curve with a large enough effect in the polarisation, with a control signal flat, not every such curve was filed as active; inconclusive means small, poorly fitted or top-dose-only effect, or effect the other way, or a change in a side signal; inactive means no such curve, though single readings can be large or run the other way; the % refers to the polarisation
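Fluorescence polarization: 7 uM MLL-CXXC (stock) preincubated 5 min with compounds, then 50 nM fluorescein-HOX-A9 DNA (stock) added; 30 min ambient. Buffer 50 mM Tris-HCl pH 7.5, 50 mM NaCl, 1 mM DTT, 0.05% BSA.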
p53 reactivator: mutant p53 re-activation in reporter cells; H1299 p53-A138V BP100-luciferase reporter, luminescence, 24 h; Potency, µM (titrated, usually from 92.2 µM), without a hit: at the highest dose activity change, positive = activation, actives largely listed as activators; AID 504706; 320,000 tested, 0.063% active; further: % of control where 0% means no effect; nearly all actives have a fitted effect of over 45% in size
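H1299 (p53-null), stable ts p53-A138V + BP100-Luc; 1000 cells/well, Opti-MEM/10% FBS; cpd 4 pt, 1:5; 24 h, 37 deg C, 5% CO2; detection reagent 10 min RT; luminescence.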
Rab9 prom act: activates the Rab9 promoter | Potency, µM (top dose mostly 9.22 µM), inactives show at the top dose activation, negative = inhibition, usual class: activators | Huh7 Rab9 promoter-luciferase reporter, luminescence, 24 h | 320,000 tested, 2.8% active; further: % of control where 0% means no effect; nearly all actives have a fitted effect of over 60% in size
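Quantitative HTS format; Huh7 Rab9-luciferase reporter cells (1500/well) receive compound 2 h post-plating, incubate 24 h at 37 °C, then get luciferase reagent for 10 min before luminescence reading.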
Active calls of the source: *; u = inconclusive; x = no result given; [ ] = another dose, or the depositor's remark. Unless noted, the call rests on the fitted dose curve; in most records, active means well fitted curve in the direction sought with a large enough effect; inconclusive means small, poorly fitted or top-dose-only effect, or another doubt; inactive means no such curve, though single readings can be large; an effect the other way counts as inactive or inconclusive. Potency means the concentration at half of the fitted maximal effect. An excerpt; the hit share may differ from the screen's.

structure,RORgamma inh,VP16 counter,MBNL1 CUG block,NPC1 prom act,Rab9 prom act,uPA generation,BRCA1 expr up,ELG1 genotoxic,FLuc counter,p53 reactivator,CXXC DNA block
Cc1c(C(=O)C(=O)NCc2cccs2)c2ccccc2n1C,37%,u,-9%,-3%,-3%,-4%,-18%,0%,-5%,1%,0%
O=c1c2cc(Br)ccc2[nH]c(=S)n1Cc1ccccc1,2.5µM*,3.5µM*,21%,-1%,-1%,0%,-60%,-7%,-1%,-8%,1%
COc1ccc(Br)cc1CSC(=N)N,u,-19%,-16%,0%,-18%,-15%,-30%,-9%,0%,13%,4%
Cc1cc(C)cc(NC(=O)C2CCN(S(=O)(=O)c3c(C)n[nH]c3C)CC2)c1,5%,2%,-7%,-7%,-2%,-2%,-36%,-2%,-1%,0%,-7%
CCOC(=O)[C@@H]1[C@H]2COc3ccccc3[C@H]2N2C(=O)N(c3ccc(F)cc3)C(=O)[C@]12C,2%,5%,-4%,-2%,-2%,-2%,-9%,-1%,0%,5%,13%
Cc1cc(C)c(OCCN2CCOCC2)c(Cl)c1,-31%,15%,11%,-3%,-3%,0%,-2%,0%,-3%,10%,6%
Cc1noc(C)c1S(=O)(=O)N1CCC(C(=O)N2CCC(C)CC2)CC1,19%,4%,-1%,-1%,2%,-4%,-6%,-2%,5%,-6%,-5%
CC(=O)Nc1c(C(=O)Nc2ccc3c(c2)OCO3)oc2ccccc12,26%,6%,13%,2.8µM*,2.5µM*,-22%,u,u,11µM*,u,22%
O=C(Nn1nnnc1Nc1ccccc1)C12CC3CC(CC(C3)C1)C2,-3%,6%,-4%,-1%,-4%,0%,-37%,-4%,-2%,-5%,-2%
COc1cccc(C(=O)N[C@@H](CCSC)c2nc3ccccc3[nH]2)c1,0%,-13%[10 µM],-20%,0%,-9%,14%,-15%,u,0%,2%,-2%
Clc1ncc(CN2CCN(Cc3ccccc3)CC2)s1,14%,5%,-4%,-5%,2%,5%,-7%,-4%,8%,-4%,1%
Cc1ccc(CNS(=O)(=O)c2ccc3oc(C(=O)O)c(C)c3c2)cc1,-5%,-1%,0%,-1%,-2%,x,1%,2%,-1%,-2%,4%
CCOC(=O)c1ccc(Nc2nc(C)nc3c2nnn3Cc2ccccc2)cc1,u,u,3%,-3%,8%,-9%,-5%,4%,0%,0%,-8%
Cc1cccc(C)c1NC(=O)Cn1c(=O)n(CCCC(=O)NC2CCN(Cc3ccccc3)CC2)c(=O)c2ccccc21,-28%,-1%,-8%,0%,0%,1%,-38%,0%,2%,-1%,4%
O=c1ccc(S(=O)(=O)N2CCCC2)cn1Cc1ccc(F)cc1,x,x,x,-1%,1%,3%,-7%,0%,1%,6%,x
COc1ccc(CSCC(=O)N/N=C/c2ccc(OCC(=O)NCc3ccco3)cc2)cc1,20%,-1%,-3%,-6%,-2%,3%,9%,-6%,u,-7%,-14%
COc1ccc(NC(=O)C2CCCN(C)C2)cc1OCC(C)C (stereo not drawn),-25%,2%,4%,-8%,1%,-2%,11%,2%,2%,-3%,8%
COc1ccc(OC(C)C(=O)NCc2cccnc2)cc1 (stereo not drawn),-11%,-1%,-6%,-1%,0%,7%,-21%,0%,-1%,-1%,3%
COc1cccc(C2NC(=O)NC(O)(C(F)(F)F)C2C(=O)c2cccnc2)c1OC (stereo not drawn),-8%,-4%,3%,4%,-8%,-2%,0%,2%,3%,7%,-6%
COC(=O)c1nc(-c2ccccc2)n[nH]1,u,-30%,-2%,1%,-3%,3%,-2%[1.84 µM],-4%,0%,-1%,3%
COc1cc(C2NC(=O)NC(C)=C2C(=O)OCc2ccccc2)ccc1O (stereo not drawn),0%,-1%,-14%,8%,-8%,2%,-42%,5%,0%,-12%,0%
CCCCn1nc(NC(=O)COC)c2cc3ccc(C)cc3nc21,-15%,4%,20%,0%,-8%,-3%,-15%,-4%,0%,-3%,4%
O=C(O)c1cc(O)ccc1N=Nc1ccccc1,20%,6%,u,-6%,-3%,-11%,-40%,-3%,1%,u,-5%
Cn1nc([N+](=O)[O-])nc1Oc1ccccc1F,-13%,8%,u,-2%,-5%,-3%,-4%,-1%,-1%,3%,1%
CCN(CC)CCCNC(=O)C1CCC(CNS(=O)(=O)c2ccc(Cl)cc2)CC1 (stereo not drawn),16%,-3%,-2%,-2%,5%,3%,3%,0%,0%,0%,8%
COc1ccc(-c2noc(CCC(=O)NCc3cc(Br)ccc3OC)n2)cc1,16%,-16%,-11%,x,x,1%,-23%,x,-17%,x,2%
Cc1nc(C)c(C(=O)OCC(=O)NCc2ccccc2)s1,x,x,x,-1%,-5%,-17%,3%,3%,-1%,-5%,x
CCC(C)NC(=O)C1CCN(CCCc2ccccc2)CC1 (stereo not drawn),12%,0%,-8%,-1%,1%,-5%,-8%,0%,7%,x,-2%
CC1CC(=O)c2cnc(N3CCOCC3)nc2C1 (stereo not drawn),1%,u,0%,-3%,27%,x,27%,11%,-4%,12%,-7%
O=C(N/N=C\C=C\c1ccc([N+](=O)[O-])o1)c1cccs1,7.9µM*,11µM*,u,-6%,22%[1.84 µM],-11%,-95%[inhibitor],6%,-2%,u,14%
COc1ccc(C(=O)N2CC(=O)N(CCc3ccccc3)C(=O)C2)cc1OC,26%,-1%,-2%,2%,-1%,-2%,-19%,0%,1%,-9%,-8%
CC1(C)C(=O)OC(c2cccc([N+](=O)[O-])c2)C2(CCCCC2)C1=O (stereo not drawn),-6%,6%[10 µM],14%,-6%,1%,4%,-19%,-7%,-2%,-9%,9%
CC(=O)Nc1c2c(nn1-c1ccc(Cl)cc1)CSC2,-22%,-6%,-6%,-3%,0%,10%,-1%,-1%,1%,-3%,2%
Cc1ccccc1Nc1nc2nonc2nc1N1CCOCC1,-8%,-6%,x,-1%,14%,-1%,3%,0%,-1%,2%,5%
Cc1cc(C)cc(NC(=O)CN2CCC(NC(=O)c3ccccc3F)CC2)c1,5%,9%,-8%,6%,-3%,15%,-7%,1%,1%,x,-5%
O=C(NC1CCCCC1)C(c1ccccc1)N1CCCC1 (stereo not drawn),-4%,-1%,-3%,-2%,-1%,-1%,-8%,2%,4%,13%,2%
O=C(Nc1ccc(F)cc1)c1cccc(N2C(=O)c3ccccc3C2=O)c1,-15%,0%,3%,2%,-6%,0%,0%,-1%,-8%,1%,8%
O=[N+]([O-])c1ccc(N2CCN(S(=O)(=O)c3ccc4ccccc4c3)CC2)cc1NCc1ccco1,28%,5%,-4%,0%,5%,2%,-10%,0%,7%,6%,15%
CCC1Sc2ccc(S(=O)(=O)CCC(=O)Nc3cc(C)ccn3)cc2NC1=O (stereo not drawn),6%,-4%,0%,-1%,-8%,-5%,-24%,-4%,1%,2%,8%
O=C(O)CCCCCN1C(=O)C(O)=C(C(=O)/C=C/c2ccccc2)C1c1ccc2c(c1)OCO2 (stereo not drawn),-1%,0%,25%,-2%,9%,4%,-4%,1%,u,1%,-15%
O=C(N[C@@H](Cc1ccccc1)C(=O)OCc1ccccc1)c1nc[nH]c1C(=O)N[C@@H](Cc1ccccc1)C(=O)OCc1ccccc1,10µM*,u,5%,1%,-3%,8%,-31%,1%,1%,x,14%
Cc1cc(C(=O)OCC(=O)c2cccs2)ccc1[N+](=O)[O-],x,x,x,-1%,-4%,3%,-5%,-1%,u,8%,x
CC(=O)c1ccc(Nc2nc(NCCO)nc(OC(C(F)(F)F)C(F)(F)F)n2)cc1,-37%,-4%,4%,-1%,-2%,-1%,-24%,-1%,4%,-10%,2%
